Bioassay records (PubChem BioAssay)
OPRM1-OPRD1 ag: OPRM1-OPRD1 heterodimerization agonism. cells, luminescence. hit rate 0.3% among 340,000. activation, % at 9.3 µM; in the data active = activation above about 18%;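 also: 0% = vehicle-treated cells and 100% = reference agonist; values of inactives mirror those of a sister screen read the other way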
RTF Ca sens inh: cardiac RTF calcium desensitization | IANBD-labeled cardiac RTF, Ca2+ fluorescence | AID 493244 | P19429+P45379 | hit rate 0.12% among 340,000 | inhibition, % at 7.15 µM;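 active = inhibition above the mean inhibition of all tested compounds plus 3 SD, cut at about 17% in these data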;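 also: assay run at fixed EC70 calcium of 1.6 mM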
V-ATPase pH: regulators of yeast V-ATPase proton transport; S. cerevisiae, pHLuorin cytosolic pH fluorescence; hit rate 0.37% among 350,000; response, % at 10 µM; AID 504577; in the data active = response mostly above about 7.3%, no sharp cut-off; inactive = mostly below about 5.4%; also: actives read high; inactives centre near 0; some compounds called inactive have numbers as strong as hits; reference of the scale not given here
CAL-PDZ inh HTS: CAL PDZ (human) peptide binding inhibition; purified CAL PDZ, TMR-peptide fluorescence polarization, 1 h; inhibition, % at 24.9 µM; hit rate 0.92% among 300,000;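 active = mean inhibition of at least 30% with at least half of replicates also reaching 30%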;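 also: 0% = DMSO neutral control and 100% = excess unlabeled competitor peptide PRC23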
Keap1 Nrf2 FP: inhibitors of human Keap1-Nrf2 protein-protein interaction; AID 504523; Q14145; Keap1 Kelch-Nrf2 peptide fluorescence polarization, 1536-well; hit rate 0.15% among 340,000; inhibition, % at 9.4 µM; in the data active = inhibition above about 12%;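 also: human Keap1 Kelch domain with fluorescein labeled Nrf2 9mer peptide probe; 0% = neutral control wells and 100% = peptide positive control; higher means more block of Keap1 binding to Nrf2 peptide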
Target sequence (Q14145 whole entry, looked up, the tested form may be a part): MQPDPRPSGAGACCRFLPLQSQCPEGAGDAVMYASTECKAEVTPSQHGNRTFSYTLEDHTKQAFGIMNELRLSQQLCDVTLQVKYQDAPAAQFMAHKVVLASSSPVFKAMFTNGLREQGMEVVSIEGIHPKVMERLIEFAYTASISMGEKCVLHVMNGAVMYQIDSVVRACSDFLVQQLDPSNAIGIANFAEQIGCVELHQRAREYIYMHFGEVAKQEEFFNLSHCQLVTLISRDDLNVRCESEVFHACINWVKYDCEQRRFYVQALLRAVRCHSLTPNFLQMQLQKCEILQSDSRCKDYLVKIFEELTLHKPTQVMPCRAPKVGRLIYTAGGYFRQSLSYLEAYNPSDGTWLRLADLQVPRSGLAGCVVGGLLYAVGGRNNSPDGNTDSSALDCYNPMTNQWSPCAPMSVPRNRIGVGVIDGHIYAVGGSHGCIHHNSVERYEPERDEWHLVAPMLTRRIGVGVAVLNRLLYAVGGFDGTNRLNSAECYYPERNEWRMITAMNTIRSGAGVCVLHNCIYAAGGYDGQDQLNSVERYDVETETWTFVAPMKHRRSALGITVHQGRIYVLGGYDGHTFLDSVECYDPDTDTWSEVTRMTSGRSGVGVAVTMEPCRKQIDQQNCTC
MOR-DOR inv ag: mu-delta opioid heterodimer inverse agonism | P35372+P41143 | cell-based MOR-DOR heterodimer luminescence | inhibition, % at 9.3 µM | hit rate 0.21% among 340,000; in the data active = inhibition above about 22%, passing the limit was not always enough;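 also: 0% = cells with DMSO and 100% = wells without cells with DMSO; values of inactives mirror those of a sister screen read the other way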
HTR5A ag ctr: HTR5A agonism, opioid heterodimer counter-screen; P47898; HTR5A agonist assay, luminescence, cell-based; activation, % at 9.3 µM; hit rate 0.61% among 340,000; AID 504692; in the data active = activation mostly above about 9.5%, no sharp cut-off; inactive = mostly below about 7.6%;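 also: 0% = cells with vehicle only and 100% = reference agonist; strong numbers were not always called active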
Target sequence (P47898 whole entry, looked up): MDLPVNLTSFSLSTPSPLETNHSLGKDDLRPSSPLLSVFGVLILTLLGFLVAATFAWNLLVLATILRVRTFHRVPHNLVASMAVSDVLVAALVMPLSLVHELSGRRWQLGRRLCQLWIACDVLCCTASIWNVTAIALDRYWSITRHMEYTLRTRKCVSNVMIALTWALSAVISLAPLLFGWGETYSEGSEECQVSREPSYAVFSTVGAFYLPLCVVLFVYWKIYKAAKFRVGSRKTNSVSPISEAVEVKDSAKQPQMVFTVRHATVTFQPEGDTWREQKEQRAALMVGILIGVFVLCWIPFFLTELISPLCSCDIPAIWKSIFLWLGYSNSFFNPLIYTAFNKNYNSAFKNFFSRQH
cardiac RTF act: cardiac RTF calcium sensitization; P19429+P45379; IANBD-labeled TnC RTF fluorescence at EC20 calcium; 0% EC20 calcium, 100% full calcium; activation, % at 7.2 µM; hit rate 0.24% among 340,000; AID 493008;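 active = activation above the mean over all tested compounds plus 3 SD, cut at about 30% in these data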;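 also: rise in fluorescence read as greater calcium sensitivity of cardiac thin filaments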
LANA DNA inh: inhibitors of KSHV LANA C-terminal domain DNA binding. MBP-C-LANA/FAM-LBS DNA binding, fluorescence polarization. inhibition, % at 9 µM. hit rate 0.078% among 340,000. AID 504423;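 active = highest replicate inhibition at or above 60% at 9 µM, even if other replicates fall short; inactive = all replicates below 60% inhibition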;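 also: 0% = neutral control wells and 100% = 4 µM acridine orange control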
HTR5A inv ctr: HTR5A inverse agonism, opioid heterodimer counter-screen. P47898. HTR5A cell line, luminescence. inhibition, % at 9.3 µM. hit rate 0.083% among 340,000. AID 504634; in the data active = inhibition mostly above about 23%, no sharp cut-off; inactive = mostly below about 18%;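 also: 0% = cells with DMSO and 100% = no-cell wells with DMSO; some compounds called inactive have numbers as strong as hits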
* = called active by the depositor; / = not tested or not shown.

SMILES	OPRM1-OPRD1 ag	RTF Ca sens inh	V-ATPase pH	CAL-PDZ inh HTS	Keap1 Nrf2 FP	MOR-DOR inv ag	HTR5A ag ctr	cardiac RTF act	LANA DNA inh	HTR5A inv ctr
CCOC(=O)C(=O)NC(C)CCc1ccccc1 (stereo not drawn)	1.2	13	-1	-2	-3	-6	11	0	-0.1	-21
Cc1ccc(NS(=O)(=O)c2cc(C(=O)N3CCOCC3)ccc2C)cc1	-1.5	-7	-1	-1	-2	8	1	1	6.8	-2
CC#CCN1C(=O)N[C@@H](c2ccccc2)C(C(=O)OC)=C1C	-1.9	-2	3	0	-6	11	4	5	1.2	-10
CCOC(=O)Cc1nnc(Nc2ccc(C)cc2)c2ccccc12	-5.1	7	-1	-1	0	25	10	-1	-1.4	-24
CCOC(=O)C(C)Sc1ncc(-c2ccc(Cl)cc2)cn1 (stereo not drawn)	4.4	2	-2	/	-1	-22	1	-2	-1.0	-18
Cc1ccc(C(=O)C(OC(=O)c2c(C)cc(=O)oc2C)c2ccccc2)cc1 (stereo not drawn)	-0.1	-23	-1	-3	-4	0	5	-3	1.9	-17
Cc1cccc(C)c1NC(=O)C(c1ccccc1)N1CCN(C(=O)c2ccco2)CC1 (stereo not drawn)	-0.1	-4	2	2	1	0	4	5	1.0	36
COC(=O)Nc1sc2c(c1C(=O)NCc1ccco1)CCCC2	1.4	-13	2	/	-7	-7	-3	6	0.3	-25
CCCCN(CCCC)CP(=O)(c1ccccc1)c1ccccc1	2.5	3	-2	-2	-1	-15	2	4	-1.5	12
CCCC(=O)Nc1c(C)nn(C(=O)CCC)c1C	-2.0	-6	-4	-5	2	8	7	-6	-3.1	-18
O=C(Nc1c(F)cc(F)cc1Br)c1cc(-c2ccccc2)on1	-1.5	-4	6	80*	-8	8	3	-2	0.4	6
CCOc1ccc(C2/C(=C(\O)c3cccc(OC)c3)C(=O)C(=O)N2c2ccccn2)cc1OC (stereo not drawn)	-2.2	1	0	/	-5	11	4	-4	0.0	-34
CC(Oc1ccccc1)C(=O)Nc1c2c(nn1-c1ccccc1)CS(=O)C2 (stereo not drawn)	-3.6	0	1	-1	-1	18	0	0	-0.7	-4
O=C(NC(C(=O)c1ccccc1)n1cnccc1=O)c1ccccc1 (stereo not drawn)	-3.4	-3	0	5	-5	14	-1	-3	-1.5	2
Cc1ccc(NCC(=O)c2ccc([N+](=O)[O-])cc2)cc1	7.2	-5	0	1	1	-35	3	2	-2.3	-3
CCOc1ccc(NC(=O)COc2ccc(C(=O)NCc3cccc(OC)c3)cc2OC)cc1	-0.6	-6	5	-3	0	2	0	0	2.1	11
O=C(Nc1ccc(F)c(F)c1)NC1CCCCC1	1.1	3	-3	2	-5	-7	0	-6	0.7	-11
Cc1ccc(NC(=O)CN(C)C(=O)COc2cc(F)ccc2[N+](=O)[O-])cc1	-2.0	-8	0	/	0	10	1	2	-0.2	11
CC1CCN(c2ccc(C(=O)NCc3cccs3)cn2)CC1	-1.5	-8	1	-1	-4	9	2	-2	0.4	15
Cc1ccc(C(CC(=O)N2CCCCC2)c2ccccc2)c(O)c1C (stereo not drawn)	-1.0	-11	-1	-6	-4	5	0	0	34	-1
O=C(/C=C/c1ccccc1Cl)N(Cc1cccs1)C1CCS(=O)(=O)C1 (stereo not drawn)	-0.7	-10	0	-2	0	4	-2	0	1.7	11
COc1ccccc1N1CCN(C(=O)c2sc3ncnc(N4CCN(c5ccccn5)CC4)c3c2C)CC1	-0.2	-8	2	-4	1	1	1	-6	-0.2	-3
COc1ccc(NC(=O)Cc2ccccc2F)cc1S(=O)(=O)N1CCCCC1	-2.5	-5	-2	1	-2	10	4	4	2.5	0
C=CCNc1cccc(Br)c1	-1.7	4	0	5	-2	9	1	-3	-0.3	-15
CCc1ccc(CN2C(=O)c3ccccc3C2C(=O)NCc2cccnc2)cc1 (stereo not drawn)	-4.3	0	-3	-2	-4	23	1	-2	-1.3	-2
SMILES	OPRM1-OPRD1 ag	RTF Ca sens inh	V-ATPase pH	CAL-PDZ inh HTS	Keap1 Nrf2 FP	MOR-DOR inv ag	HTR5A ag ctr	cardiac RTF act	LANA DNA inh	HTR5A inv ctr
CC1COc2ccccc2N1S(=O)(=O)c1ccccc1 (stereo not drawn)	/	/	2	3	5	/	/	/	0.9	/
CCN(C[C@H]1N[C@@](CC)(C(=O)OC)[C@H]2C(=O)N(Cc3ccccc3)C(=O)[C@@H]12)C(=O)Nc1ccc(C)cc1	-2.3	-2	-2	-4	-1	11	1	0	2.0	-4
Cc1nn(-c2ccccc2)c2c1C(c1ccc([N+](=O)[O-])cc1)N1C(=N2)C(=O)Nc2ccccc21 (stereo not drawn)	-3.5	12	0	-5	0	18	-5	2	-0.2	19
CN(Cc1ccco1)C(=O)c1ccc(N2CCCC2=O)cc1	-1.1	-4	0	-4	-6	6	-1	0	-0.7	-5
COc1ccc2[nH]c(=O)c(CNc3cccc(C)c3)cc2c1	-0.1	-6	3	-2	-1	0	-5	3	0.5	-22
NS(=O)(=O)c1cc(C(=O)OCC(=O)Nc2ccc(Cl)cc2[N+](=O)[O-])ccc1Cl	4.2	-1	1	-2	-1	-21	4	-6	1.1	-9
Cc1ccc(NC(=O)CCc2nc(-c3cccs3)no2)c(Br)c1	-2.2	-5	-7	/	-4	11	0	3	-0.6	-1
COc1ccc(S(=O)(=O)N2CCN(Cc3ccc(Cl)cc3)CC2)cc1	3.4	4	-1	2	4	-21	-4	2	2.5	11
CCCn1c(C(=O)OC)cc2c1ccn2-c1ccc(F)cc1	2.4	9	-1	-2	1	-14	7	-3	-2.2	-2
Cc1c(NC(=S)NC(=O)c2cccc(Br)c2)c(=O)n(-c2ccccc2)n1C	-2.0	-10	-6	7	-2	11	2	1	0.0	-9
O=c1oc(Nc2ccc(F)cc2)nc2ccccc12	-0.7	5	0	3	0	4	-4	1	-1.1	-8
COc1cc(-c2c(NC(=O)c3ccco3)oc3c(C)cccc3c2=O)cc(OC)c1OC	-3.4	-5	4	0	2	17	-2	-4	-0.2	-11
Cc1cc(NC(=O)/C=C\C(=O)O)c([N+](=O)[O-])cc1C	-3.0	3	2	/	-2	16	-4	14	/	-27
O=C(c1ccc(N2CCCC2=O)cc1)N1CCN(c2ccccc2)CC1	-0.9	-9	-4	-2	-5	5	3	3	0.1	2
O=C1CC(c2ccccc2)CC(=O)N1c1ccc(C(F)(F)F)cc1	-1.1	-5	0	1	-1	6	1	-5	-0.8	-2
Cc1ccc2c(c1)c(-c1csc(N)n1)c(C)n2C	0.9	-10	1	0	-4	-4	6	4	2.1	-22
COc1cccc(C2c3[nH]c4ccccc4c3C[C@H]3C(=O)N(c4ccccc4C(=O)N4CCC(C(=O)O)CC4)C(=O)N23)c1 (stereo partly drawn)	-1.9	-5	-2	-4	-1	10	1	9	3.0	0
O=C(O)COc1ccccc1/C=N/NC(=O)CNC(=O)c1ccco1	-4.4	-7	6	2	-1	22	-6	3	0.4	-10
COC1=C/C(=C/c2c(N)n3cc(C)sc3nc2=O)C=CC1=O	-1.2	-10	2	-2	-3	5	7	17	-3.8	5
O=C(COC(=O)c1cncc(Br)c1)NCCC1=CCCCC1	-0.6	4	-1	-1	-10	4	-1	3	1.4	-15
O=C(Nc1nc(-c2cccc([N+](=O)[O-])c2)cs1)C(c1ccccc1)c1ccccc1	4.3	-11	6	-2	-3	-25	-1	-2	-0.5	20
Cc1nn(-c2ccccc2)c(=S)c2ccccc12	-3.2	-4	-1	0	1	16	-3	0	0.6	7
CCOc1cccc(C(=O)NC(=S)Nc2ccc3c(c2)OCCO3)c1	-2.3	2	2	/	-3	12	4	-1	-0.9	-11
CCCCn1c(N)c(N(CC(C)C)C(=O)c2cccc(S(=O)(=O)N3CC(C)OC(C)C3)c2)c(=O)[nH]c1=O (stereo not drawn)	-1.7	-4	0	-3	1	9	-2	-4	1.2	6
CCc1nnc(NC(=O)c2ccc(N(C)S(=O)(=O)c3ccccc3)cc2)s1	-0.5	-6	1	1	-1	3	-1	-1	-2.0	-21

Entries from the list above that have a COOH group, in the order listed:
SMILES	OPRM1-OPRD1 ag	RTF Ca sens inh	V-ATPase pH	CAL-PDZ inh HTS	Keap1 Nrf2 FP	MOR-DOR inv ag	HTR5A ag ctr	cardiac RTF act	LANA DNA inh	HTR5A inv ctr
Cc1cc(NC(=O)/C=C\C(=O)O)c([N+](=O)[O-])cc1C	-3.0	3	2	/	-2	16	-4	14	/	-27
COc1cccc(C2c3[nH]c4ccccc4c3C[C@H]3C(=O)N(c4ccccc4C(=O)N4CCC(C(=O)O)CC4)C(=O)N23)c1 (stereo partly drawn)	-1.9	-5	-2	-4	-1	10	1	9	3.0	0
O=C(O)COc1ccccc1/C=N/NC(=O)CNC(=O)c1ccco1	-4.4	-7	6	2	-1	22	-6	3	0.4	-10

The main list resumes, repeating the three entries before the break.
SMILES	OPRM1-OPRD1 ag	RTF Ca sens inh	V-ATPase pH	CAL-PDZ inh HTS	Keap1 Nrf2 FP	MOR-DOR inv ag	HTR5A ag ctr	cardiac RTF act	LANA DNA inh	HTR5A inv ctr
CCOc1cccc(C(=O)NC(=S)Nc2ccc3c(c2)OCCO3)c1	-2.3	2	2	/	-3	12	4	-1	-0.9	-11
CCCCn1c(N)c(N(CC(C)C)C(=O)c2cccc(S(=O)(=O)N3CC(C)OC(C)C3)c2)c(=O)[nH]c1=O (stereo not drawn)	-1.7	-4	0	-3	1	9	-2	-4	1.2	6
CCc1nnc(NC(=O)c2ccc(N(C)S(=O)(=O)c3ccccc3)cc2)s1	-0.5	-6	1	1	-1	3	-1	-1	-2.0	-21
CCCn1c(CCC(=O)Nc2ccccc2Cc2ccccc2)nc2cc(S(=O)(=O)N3CCOCC3)ccc21	-4.2	5	3	-4	0	21	5	-2	0.9	-14
Cc1cc(C([O-])=C(C(=S)Nc2ccccc2)[n+]2ccccc2)c(C)n1-c1ccccc1	-1.1	5	-1	-7	-2	5	-3	7	1.9	10
O=C(CN1Cc2ccccc2C1=O)Nc1ccc2c(c1)OCCO2	-2.1	-4	11*	6	1	11	-3	2	0.5	8
Cc1cccc(C)c1NC(=O)NCCCN1CCN(c2ccccc2)CC1	0.0	0	0	51*	-4	0	3	-2	-0.2	-9
COc1cccc(NC(=O)CN(C)CC(=O)Nc2ccccc2-c2ccccc2)c1	-0.7	13	-2	-3	-4	3	2	2	1.4	-7
CC(=O)N(CN1C(=O)c2ccccc2C1=O)c1cccc(C)c1	-1.8	-7	-4	7	1	11	4	-3	-0.1	2
Cc1ccc2[nH]c(CN3CCN(C)C(CCO)C3)c(C)c2c1 (stereo not drawn)	-2.2	-4	1	1	-2	11	-3	-5	1.3	10
